Screens from PubChem.
HCV inh – inhibitors of hepatitis C virus infection; Huh7.5.1 HCVcc-Cre infection, luciferase reporter, 44 h; Potency, µM (top dose mostly 41.8 µM), without a hit: at the top dose activity change, negative = inhibition, most hits filed as inhibitors; actives 3.4% (n = 340,000); further: potency means the concentration at half of the fitted maximal effect
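1,000 cells/well; 4 h culture; + compound; + HCVcc-Cre (~0.5 moi); 44 h; luciferase substrate, RT 15 min; read 15 sec.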
AmpC inh no detg – blocks E. coli AmpC beta-lactamase in detergent-free assay | actives 0.52% (n = 330,000) | AID 485341 | P00811 | AmpC nitrocefin hydrolysis, absorbance 480 nm, 0.0001% Triton | Potency, µM (doses to about 57.1 µM), without a hit: top-dose activity change, negative = inhibition, actives largely listed as inhibitors;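 further: potency means the concentration at half of the fitted maximal effect; plate controls were no compound for no effect and no enzyme for full effect; nearly all actives have a fitted effect of over 20% in size; some results filed as inactive show a strong effect at the top dose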
Target sequence (P00811 whole entry, looked up): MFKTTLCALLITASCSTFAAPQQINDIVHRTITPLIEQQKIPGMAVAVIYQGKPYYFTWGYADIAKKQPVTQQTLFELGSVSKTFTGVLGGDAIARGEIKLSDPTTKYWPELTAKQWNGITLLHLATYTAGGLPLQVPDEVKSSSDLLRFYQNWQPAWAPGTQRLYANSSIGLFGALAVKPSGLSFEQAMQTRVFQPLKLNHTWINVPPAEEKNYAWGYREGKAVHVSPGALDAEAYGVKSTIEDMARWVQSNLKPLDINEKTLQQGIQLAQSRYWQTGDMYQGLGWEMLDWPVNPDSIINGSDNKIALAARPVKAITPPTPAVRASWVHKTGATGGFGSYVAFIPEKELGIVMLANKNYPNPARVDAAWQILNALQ
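20 mM phosphate pH 7.0 + 0.01% (detergent screen) or 0.0001% Triton X-100; 5.3 nM AmpC reagent; cpd preinc 15 min RT; nitrocefin (800 uM stock) to start; A480 q20 s × 4 min; Activity was normalised to no-enzyme and no-compound control wells.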
AMA1 RON2 block – AMA1-RON2 (P. falciparum) interaction inhibition; AlphaScreen AMA1-biotinylated RON2 peptide binding; Potency, µM (top dose mostly 58.2 µM), for inactives: top-dose activity change, negative = inhibition, actives largely listed as inhibitors; actives 0.2% (n = 360,000);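 further: potency means the concentration at half of the fitted maximal effect; 0% = vehicle wells and -100% = peptide control; nearly all actives have a fitted effect of over 45% in size; some results filed as inactive show a strong effect at the top dose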
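AMA1 (3D7) with his tag at 25 nM final met compounds first, then biotinylated RON2 peptide at 25 nM; detection used donor plus acceptor beads, 10 µg/mL apiece, read by AlphaScreen after 30 min at room temperature.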
AmpC inh detg – blocks E. coli AmpC beta-lactamase in detergent assay; P00811; AmpC hydrolysis of nitrocefin, absorbance 480 nm, 0.01% Triton; Potency, µM (top dose mostly 114 µM), for the others: at the highest dose activity change, negative = inhibition, usual class: inhibitors; actives 0.041% (n = 370,000); AID 485294;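 further: potency means the concentration at half of the fitted maximal effect; 0% = no-compound wells and -100% = no-enzyme wells; nearly all actives have a fitted effect of over 25% in size; some results filed as inactive show a strong effect at the top dose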
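20 mM phosphate pH 7.0 + 0.01% (detergent screen) or 0.0001% Triton X-100; 5.3 nM AmpC reagent; cpd preinc 15 min RT; nitrocefin (800 uM stock) to start; A480 q20 s × 4 min; Activity was normalised to no-enzyme and no-compound control wells.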
LmPK inh – blocks Leishmania mexicana pyruvate kinase activity; purified LmPK, Kinase-Glo ATP luminescence, 1 h; Potency, µM (highest dose often 57.5 µM), for the others: at the highest dose activity change, negative = inhibition, actives largely listed as inhibitors; actives 0.37% (n = 290,000); further: potency means the concentration at half of the fitted maximal effect
Target sequence (Q27686 whole entry, looked up): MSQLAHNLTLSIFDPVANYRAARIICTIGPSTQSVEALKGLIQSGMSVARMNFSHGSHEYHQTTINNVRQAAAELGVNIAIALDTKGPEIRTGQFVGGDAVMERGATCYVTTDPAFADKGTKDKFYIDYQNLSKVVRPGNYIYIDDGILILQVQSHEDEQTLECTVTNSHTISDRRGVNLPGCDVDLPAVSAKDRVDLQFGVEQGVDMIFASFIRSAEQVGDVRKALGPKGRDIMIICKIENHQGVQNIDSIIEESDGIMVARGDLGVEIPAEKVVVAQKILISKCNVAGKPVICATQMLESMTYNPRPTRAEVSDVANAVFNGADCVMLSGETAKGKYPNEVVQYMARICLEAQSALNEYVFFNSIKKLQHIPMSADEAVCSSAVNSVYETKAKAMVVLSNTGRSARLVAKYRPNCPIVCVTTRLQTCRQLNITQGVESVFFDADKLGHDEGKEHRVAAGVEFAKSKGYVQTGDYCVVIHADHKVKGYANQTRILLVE
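Purified LmPK (0.1 nM) converted ADP (0.1 mM) to ATP with PEP (0.5 mM) in imidazole buffer pH 7.2 with KCl and MgCl2, 1 h at room temperature. ATP was read by Kinase-Glo luminescence; data normalized to uninhibited and no-enzyme controls.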
HCMV inh – human cytomegalovirus inhibition | activity change, negative = inhibition, % at 57.5 µM | actives 4.5% (n = 410,000) | HFF cells, HCMV-luciferase reporter, 72 h; hits give low values | AID 1259415; in the data active means activity change below about -60%; inconclusive means no clear call, values can overlap the other calls; inactive means above about -39%
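After 16 h attachment at 37C, HFF cells received test compound and HCMV-luciferase (1 PFU/cell); reporter luminescence read 72 h later, data normalized against buffer-only and known inhibitor Salinomycin.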
TbPYK inhibitor – T. brucei pyruvate kinase inhibition; Q57TT1; TbPYK enzyme, Kinase-Glo Plus ATP luminescence, 45 min; actives 0.12% (n = 410,000); Potency, µM (series often up to 76.8 µM), for the others: top-dose activity, negative = inhibition, usual class: inhibitors; AID 624173; further: potency means the concentration at half of the fitted maximal effect; nearly all actives have a fitted effect of over 50% in size
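Activity of T. brucei pyruvate kinase was followed by Kinase-Glo Plus luminescence after the enzyme reacted 45 min at room temperature with 130 uM ADP (final) and substrate. Test compounds were added before ADP at multiple concentrations.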
Starred values were filed as active, the others as inactive; u = inconclusive; x = not tested or not shown; & = joins results of further samples; [ ] = dose if it differs, or a comment. Unless noted, the call rests on the fitted dose curve; in most records, active means well fitted curve in the direction sought with a large enough effect; inconclusive means small, poorly fitted or top-dose-only effect, or another doubt; inactive means no such curve, though single readings can be large; an effect the other way counts as inactive or inconclusive. Unless noted, on the % scale 0 is the no-effect control and ±100 the full control effect.

SMILES | AmpC inh detg | HCV inh | LmPK inh | AmpC inh no detg | AMA1 RON2 block | HCMV inh | TbPYK inhibitor
Cc1ccc(C(=O)Nc2cccc(-c3ccc(N4CCOCC4)nn3)c2)cc1 | u | -13% | x | -14% | 0% | 16 | 4%
Cc1ccc(C(=O)NCC2CCCO2)cc1N1CCCC1=O (stereo unspecified) | -1% | -3% | 1% | -9% | 15% | -23 | -24%
O=C(O)c1ccc(-n2c(=O)c3ccccc3c3ccccc3c2=O)cc1 | -7% | 8% | 13% | -1% | -12% | -26 | -8%
CCCc1nc2c3ccccc3ccn2c1CC1CCCCC1 | x | x | x | x | -18% | 50 | 0%
O=C(CCCCn1c(=O)c2ccccc2n(Cc2ccccc2F)c1=O)NCc1ccccc1Cl | 18% | x | x | x | x | 10 | -2%
CC(C)C(=O)NC(=S)Nc1ccc(S(=O)(=O)N(C)C)cc1 | 13% | 7% | 5% | -14% | -1%[2.32 µM] | u | -5%
CCCn1c(N2CCN(CC(=O)Nc3ccc4c(c3)OCCO4)CC2)nc2ccccc21 | -7% | u | -1% | 80%[activator] | 0% | 8 | 10%
COc1ccc(OC)c(C(c2c(O)c3ccccc3oc2=O)c2c(C)n(C)n(-c3ccccc3)c2=O)c1 (stereo unspecified) | -7%&7% | 12% | -1%[11.5 µM] | -51% | -7% | 18&3 | -2%&1%
CCN(CC(=O)Nc1ccc(OC)cc1)C(=O)c1ccccc1Sc1ccccc1C#N | u | 22µM* | x | 104%[activator] | 110%[activator] | -19 | -3%
Cc1ccc2c(c1)NC(=O)C(CC(=O)Nc1ccccc1Cl)O2 (stereo unspecified) | 18% | x | x | x | x | -9 | 8%
Cc1ccc(Cn2nnc3c(=O)[nH]c(C4CCCN(C(=O)Nc5ccc(F)cc5F)C4)nc32)cc1 (stereo unspecified) | -15% | 1% | 9% | 17% | -8% | -26 | 0%
Cn1c(SCc2ccccc2F)nc2c([nH]c3ccccc32)c1=O | 2% | x | x | x | x | 48 | 4%
Cc1ccc(CNC(=O)c2ccc(NS(=O)(=O)c3cccs3)cc2)cc1 | 5% | -1% | -9% | -52% | -4% | -27 | 2%
O=C1CSC(c2ccccn2)N1c1ccc(Cl)c(Cl)c1 (stereo unspecified) | 11% | u | 4% | -39% | -1% | 9 | x
Brc1ccc(OCc2ccccc2)c(CNCc2ccncc2)c1 | u | 10µM* | 7% | 65%[activator] | -21% | -29 | -4%
CCOC(=O)c1c(NC(=O)CSc2n[nH]c(N)n2)sc(CC)c1C | u | u | 5% | -13% | 10% | -32 | -1%
O=C(CC[C@H]1O[C@@H](n2ccc(=O)[nH]c2=O)[C@H](O)[C@@H]1O)NCCc1c[nH]c2ccccc12 | x | x | x | x | 6% | 1 | -2%
Cn1c(SCC(=O)Nc2nc3c(s2)CCCC3)nnc1-c1ccccc1 | -2% | -12% | -2% | -15% | -7% | -34 | 1%
CCc1ccc(S(=O)(=O)NCCOc2cccc3cccnc23)cc1 | u | -9% | 5% | -17% | -10% | -10 | -4%
CCCN(CC1CC1)C(=S)Nc1ccccc1F | -1% | -2% | -2% | 0% | 5% | u | 5%
O=C(Cn1ncc2c3ccccc3n(Cc3ccccc3)c2c1=O)N1CCCCCC1 | 21% | x | x | x | x | 16 | 5%
CC1OC(Nc2ccc(OC(F)(F)F)cc2)C(O)C(O)C1O (stereo unspecified) | 2% | 18% | 0% | -2% | -2% | 30 | 5%
S=c1[nH]c2cnccc2n1Cc1ccccc1 | -3% | 1% | 1% | -12% | 78%[activator] | -26 | u
CCOC(=O)CC(NS(=O)(=O)c1cc(-c2cc(C)no2)ccc1C)c1ccc(C)cc1 (stereo unspecified) | -1% | x | x | x | x | -34 | -8%
COc1ccccc1CN(C)CC(=O)Nc1ccc(Cl)cc1C(F)(F)F | -2% | u | -9% | 73%[activator] | 0%[11.6 µM] | u | -11%
Cc1cccc(N=Nc2c(C)[nH]n(C(N)=S)c2=O)c1C | u | x | -13% | -26% | x | 53 | x
Cc1cc(Cl)ccc1-c1nc(NCc2ccccc2)nc2ccsc12 | x | x | x | x | 34%[activator] | 5 | -1%
CCOc1ccc(C(C)=O)cc1CSc1nc(C)cc(C)n1 | -5% | u | -2% | 1% | -6% | 69 | -3%
CN1CCN(S(=O)(=O)c2ccc(Sc3nnc(-c4cccs4)n3-c3ccccc3)nc2)CC1 | -13% | u | 2% | 191%[activator] | -14% | 27 | 0%
CC(=O)Nc1ccc(NC(=O)CCCNC(=O)c2ccc(Cl)cc2)cc1 | -6% | 1% | -2% | -23% | 1% | -21 | -3%
COc1c(C)cc(C(=O)C2CCCN(Cc3cnc(N4CCOCC4)s3)C2)cc1C (stereo unspecified) | 0% | 11µM* | -9% | 171%[activator] | 0% | -25 | 4%
O=C(NC(=S)Nc1cccnc1)c1cccs1 | -1% | 12% | 2% | -9% | 23% | -33 | 3%
C/C(=C\C(=O)c1ccncc1)Nc1ccccc1O | -1% | -3% | -2% | -9% | 7% | -1 | -9%
CC1c2cc3c(cc2CCN1CC(=O)Nc1ccc(S(=O)(=O)N2CCCC2)cc1)OCCCO3 (stereo unspecified) | -10% | u | 10% | 33% | 14% | 0 | -2%
O=C(c1ccc(S(=O)(=O)N2CCCC2)cc1)N1CCN(S(=O)(=O)c2cccc(F)c2)CC1 | 0% | -11% | -1% | -10% | 13% | -3 | 7%
CC(=O)NC(CC(=O)Nc1cccc(S(=O)(=O)N2CCCC2)c1)c1ccccc1 (stereo unspecified) | 0% | 23% | -14% | -7% | -12% | -11 | -7%
Cc1cccc(/C=N/N2CCN(c3ccccc3)CC2)c1 | -10% | 7% | -19% | -1% | u | 24 | 3%
Cc1sc2nc3ccc(N4CCCCC4)nn3c(=O)c2c1C | -9% | -2% | -4% | -30% | 18% | -20 | -20%
COc1ccccc1OCc1cc(C(=O)N2CCN(C)C(c3ccccc3)C2)no1 (stereo unspecified) | -10% | u | 0% | 157%[activator] | -15% | 141 | -4%
C/C=C/C(=O)OCC(=O)Nc1ccccc1Br | 4% | -1% | 4% | -20% | 13% | 2 | 0%
COc1cccc(C(C)(O)c2nc(-c3cccc(C(C)C)c3)cs2)c1 (stereo unspecified) | x | x | x | x | -2% | -20 | 2%
Cc1ccc(S(=O)(=O)NNC(=O)C(O)(c2ccccc2C)c2ccccc2C)cc1 | -7% | 16% | 3% | -14% | -5% | 15 | -2%
Cc1cc(=O)oc2c3c(cc(OCC(=O)N4CCC[C@H]4C(=O)O)c12)OC(C)(C)CC3 | u | 4% | -6% | -33% | -4% | 14 | 1%
CC(C)N1CC(C(=O)Nc2cccc([N+](=O)[O-])c2)CC1=O (stereo unspecified) | u | 14% | 10% | 2% | 1% | 32 | 2%
O=C(NC1CCCC1)C(c1ccccc1)N(Cc1cccnc1)C(=O)Cc1cccs1 (stereo unspecified) | -4% | u | -3% | 15% | -11% | 30 | 6%
COc1cc(NC(=O)C(C)C)ccc1NC(=O)c1cc2ccccc2o1 | -15% | -24% | -5% | -7% | -3% | 74 | -3%
O=C(/C=N/O)NCC1CCNCC1 | -3% | -9% | 1% | -5% | 9% | 97 | -1%
CC(C)N(C(=O)[C@H]1CC(CC(=O)NCCC2=CCCCC2)C(=O)N2CCc3c([nH]c4ccccc34)[C@]12C)C(C)C (stereo partly specified) | x | 0.56µM* | x | 0% | 2% | -3 | -7%

Single records, as listed above:
Cc1cc(=O)oc2c3c(cc(OCC(=O)N4CCC[C@H]4C(=O)O)c12)OC(C)(C)CC3 as listed: AmpC inh detg: u; HCV inh: 4%; LmPK inh: -6%; AmpC inh no detg: -33%; AMA1 RON2 block: -4%; HCMV inh: 14; TbPYK inhibitor: 1%
Cc1ccc(S(=O)(=O)NNC(=O)C(O)(c2ccccc2C)c2ccccc2C)cc1 as listed: AmpC inh detg: -7%; HCV inh: 16%; LmPK inh: 3%; AmpC inh no detg: -14%; AMA1 RON2 block: -5%; HCMV inh: 15; TbPYK inhibitor: -2%

Going on with the list:
SMILES | AmpC inh detg | HCV inh | LmPK inh | AmpC inh no detg | AMA1 RON2 block | HCMV inh | TbPYK inhibitor
CCOc1ccccc1NC(=O)Cn1nnc(C(=O)NCCc2ccc(OC)c(OC)c2)c1N | 2% | u | 10% | 22% | -10% | -27 | 7%
C/C(CC(=O)Nc1ccc(OCc2ccccc2)cc1)=N\NC(=O)C(=O)Nc1ccc(C)c(Cl)c1 | 2% | -27% | 0% | -31% | 52%[activator] | u | 1%
COc1ccc(C(=O)NNC(=O)CCC(=O)NNC(=O)c2ccc(OC)cc2)cc1 | 3% | 17% | 0% | -13% | 57%[activator] | 2 | -2%
CCOC(=O)c1cccc(NC(=O)CC2C(=O)N(c3ccc(OC)cc3)C(=O)N2C2CCCC2)c1 (stereo unspecified) | 1% | x | x | x | x | 22 | 1%
CN(C)CC/C=C1/c2cc(F)ccc2CSc2ccc(F)cc21 | -13% | u | -5% | 13% | -13% | 26 | 6%
CCNC(=O)C1CCCN(C(=O)c2cccc(C#N)c2)CC1 (stereo unspecified) | x | x | x | x | 2% | -16 | -7%
CCN1C(=O)[C@H]2[C@@H](c3ccc(C)cc3)N[C@]3(CCCN(Cc4ccc(F)cc4)C3=O)[C@H]2C1=O | x | x | x | x | 6% | -7 | -3%
Cc1cc(NC(=O)CCC(=O)N(CC(=O)NCC2CCCO2)c2ccc(F)c(Cl)c2)no1 (stereo unspecified) | -1% | 4% | -2% | 36% | 1% | 20 | -5%
O=c1[nH]c(=S)[nH]c(O)c1N=Nc1ccc2c(c1)OCO2 | 2% | 2% | u | -13% | -11% | u | -16%
CCN(CC)S(=O)(=O)c1ccc(C(=O)NNC2=NS(=O)(=O)c3ccccc32)cc1 | -3% | 19% | -2% | -15% | 9% | -14 | 2%
Fc1ccc(CSc2ccc3nnc(-c4cccnc4)n3n2)cc1 | -13% | u | -2% | -10% | 4% | 22 | 0%
CSc1cccc(NC(=S)N2CCC(N(C)C3CCCC3)CC2)c1 | -3% | u | -1% | -39% | 6% | -21 | -9%
O=C(COC(=O)CN1C(=O)NC2(CCCCC2)C1=O)Nc1cc(F)ccc1F | x | 11% | x | -10% | 0% | -9 | -1%
Cc1nc2ccccc2n1C(=O)N(C)C | 2% | 8% | -3% | -2% | -13% | -11 | 5%
O=C(N/C(=C\c1ccccc1)C(=O)N1CCOCC1)c1ccco1 | 1% | 11% | 4% | 7% | 6% | 71 | -7%
COc1ccccc1C/C(N)=N/OC(=O)COc1cccc2ccccc12 | -4% | 27% | 4% | 20% | 40%[activator] | -22 | 0%
